# Screening data from PubChem.
# Abeta rescue: restores growth of yeast expressing A-beta42 peptide | Potency, µM (top dose mostly 46.1 µM), inactives show at the highest dose growth rescue, actives largely listed as activators | yeast expressing A-beta42, growth rescue, OD600, 48 h; response scale: 0% DMSO, 100% iron-clioquinol control | AID 1347071 | 410,000 compounds, 0.063% hits; note: potency is the fitted concentration of half-maximal effect; nearly all actives have a fitted effect of over 55% in size
#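 Yeast growth medium received pinned compounds, then yeast cells expressing toxic A-beta were added; plates incubated at 30 C for 48 hr. Growth read as absorbance at 600 nm, normalized to DMSO and equimolar FeCl3 plus clioquinol controls.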
# EPAC2 antagonist: blocks human EPAC2 exchange factor; Q8WZA2; EPAC2 GEF exchange of Rap1B-BODIPY-GDP, fluorescence; Potency, µM (titrated, usually from 114 µM), for inactives: at the top dose activity, negative = inhibition, most hits filed as inhibitors; 360,000 compounds, 0.18% hits; note: potency is the fitted concentration of half-maximal effect; % is set by controls: 0 for no effect and ±100 for the full control effect; nearly all actives have a fitted effect of over 45% in size; many of its hits are not listed in these tables
# Target sequence (Q8WZA2 whole entry, looked up): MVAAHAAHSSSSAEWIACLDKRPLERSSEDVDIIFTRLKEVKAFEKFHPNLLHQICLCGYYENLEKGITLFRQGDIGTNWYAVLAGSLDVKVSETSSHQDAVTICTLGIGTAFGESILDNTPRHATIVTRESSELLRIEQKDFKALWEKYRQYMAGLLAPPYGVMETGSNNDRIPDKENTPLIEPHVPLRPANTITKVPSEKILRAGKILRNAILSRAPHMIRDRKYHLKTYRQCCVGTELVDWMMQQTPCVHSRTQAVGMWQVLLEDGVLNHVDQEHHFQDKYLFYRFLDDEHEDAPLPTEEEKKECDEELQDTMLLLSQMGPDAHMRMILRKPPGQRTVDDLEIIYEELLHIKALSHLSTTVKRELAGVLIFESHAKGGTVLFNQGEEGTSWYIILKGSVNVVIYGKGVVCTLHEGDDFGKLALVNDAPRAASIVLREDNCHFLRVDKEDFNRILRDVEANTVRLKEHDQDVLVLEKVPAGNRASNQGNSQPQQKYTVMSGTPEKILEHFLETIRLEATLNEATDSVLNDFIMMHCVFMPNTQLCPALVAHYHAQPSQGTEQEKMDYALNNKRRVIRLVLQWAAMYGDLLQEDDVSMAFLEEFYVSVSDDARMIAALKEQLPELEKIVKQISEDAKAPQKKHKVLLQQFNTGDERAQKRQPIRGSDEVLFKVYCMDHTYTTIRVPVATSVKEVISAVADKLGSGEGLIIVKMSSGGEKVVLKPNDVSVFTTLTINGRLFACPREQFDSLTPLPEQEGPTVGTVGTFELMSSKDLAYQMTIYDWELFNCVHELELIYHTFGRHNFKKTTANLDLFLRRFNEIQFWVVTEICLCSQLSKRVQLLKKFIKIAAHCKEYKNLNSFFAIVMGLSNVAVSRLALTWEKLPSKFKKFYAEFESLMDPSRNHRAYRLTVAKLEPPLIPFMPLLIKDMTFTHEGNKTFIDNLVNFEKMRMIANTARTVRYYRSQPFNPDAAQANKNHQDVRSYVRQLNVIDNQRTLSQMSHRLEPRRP
# DRD3 antagonist: antagonists of human D3 dopamine receptor | 360,000 compounds, 2.5% hits | D3R cells, DiscoveRx beta-arrestin luminescence, antagonist mode; active compounds read low | AID 652054 | max response, negative = inhibition, % | P35462; in the data active = max response below about -50%; inconclusive = no clear call, values can overlap the other calls; note: % is set by controls: 0 for no effect and ±100 for the full control effect; mostly tested at two doses, the higher about 12 µM
#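 Cells plated overnight at 1500 cells/well, then exposed to library compounds with dopamine controls for 90 minutes at 37 degrees C. DiscoveRx reagent added for 30–60 minutes at room temperature; luminescence read, quantitative HTS format.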
# EPAC2 agonist: EPAC2 (human) agonism; EPAC2 activation, biochemical qHTS; response scale: 100% = 6.5 mM cAMP response; Q8WZA2; Potency, µM (highest dose often 154 µM), for inactives: at the top dose activation, most hits filed as activators; 360,000 compounds, 0.079% hits; note: potency is the fitted concentration of half-maximal effect; nearly all actives have a fitted effect of over 50% in size
#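 Readout is BODIPY fluorescence (480 nm excitation, 540 nm emission), which falls as labeled GDP is exchanged off Rap1B. EPAC2 at 100 nM acted on 250 nM RAP1B-BODIPY-GDP with 50 uM GDP present.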
# TDP-43 yeast inh: rescues yeast growth from TDP-43 toxicity; 410,000 compounds, 1.8% hits; Potency, µM (doses to about 46.1 µM), inactives show top-dose growth rescue (activation), most hits filed as activators; TDP-43 expressing yeast growth rescue, BacTiter-Glo, 24 h; note: potency is the fitted concentration of half-maximal effect; % of control where 0% means no effect; nearly all actives have a fitted effect of over 50% in size
#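 Growth rescue of TDP-43-toxic yeast measured as ATP luminescence (BacTiter-Glo). Cells grown to mid-log in raffinose, induced in galactose at OD600=0.02, exposed to compound 24 hr at 30 deg C.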
# aSyn rescue: rescues yeast growth from alpha-synuclein toxicity | Yeast expressing alpha-synuclein, growth rescue, BacTiter-Glo, 24 h | Potency, µM (series often up to 46.1 µM), for the others: top-dose growth rescue (activation), usual class: activators | 370,000 compounds, 0.14% hits; note: potency is the fitted concentration of half-maximal effect; % of control where 0% means no effect; nearly all actives have a fitted effect of over 65% in size
#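 Galactose-induced alpha-syn yeast (OD600=0.02, raffinose-pregrown) + pinned cpd, 24 hr, 30 deg C; growth by BacTiter-Glo luminescence. Growth restoration scores as activation.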
# FUS suppressor: FUS proteinopathy suppression in yeast; Potency, µM (titrated, usually from 76.6 µM), for the others: at the top dose growth rescue (activation), most hits filed as activators; 390,000 compounds, 0.24% hits; AID 1347120; S. cerevisiae FUS-expressing, growth rescue, OD600, 24 h;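 note: potency is the fitted concentration of half-maximal effect; plate controls were DMSO vehicle for no effect and reference control for full effect; nearly all actives have a fitted effect of over 55% in size; some results filed as inactive show a strong effect at the top dose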
#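 Compound concentration series was pinned onto galactose-induced FUS-expressing yeast seeded at OD 0.005. Plates sat 24hr at 30C; absorbance at 600 nm gave growth. DMSO served as background control.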
# DRD3 agonist: activates the human D3 dopamine receptor. P35462. D3R DiscoveRx beta-arrestin cells, luminescence, 90 min. max activation, %. 410,000 compounds, 0.58% hits; in the data active = max activation above about 30%; note: 0% is about no effect; mostly tested at two doses, the higher about 12 µM
#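 Agonist-mode cell screen: cells plated at 1500/well and incubated overnight at 37 °C, then exposed to library compounds for 90 min at 37 °C. Detection reagent was added for 30–60 min at room temperature, and luminescence was read.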
# Numbers without * were called inactive; ? = inconclusive; · = no result given; & = joins results of further samples; [ ] = dose if it differs, or a comment. Unless noted, calls come from the whole dose curve; as a rule, active = well fitted curve in the direction sought with a large enough effect; inconclusive = small, poorly fitted or top-dose-only effect, or another doubt; inactive = no such curve, though single readings can be large; an effect the other way counts as inactive or inconclusive. This is a subset (hit frequency here may not be typical).
SMILES,Abeta rescue,EPAC2 antagonist,DRD3 antagonist,EPAC2 agonist,TDP-43 yeast inh,aSyn rescue,FUS suppressor,DRD3 agonist
CCN1CCCC1CNC(=O)CS(=O)(=O)Cc1nc(-c2ccccc2C)oc1C (stereo not given),-4%,3%,8,0%,4%,1%,-3%,1
Cc1ccccc1N1CCN(C2CCCN(C(=O)c3cn4c(C)cccc4n3)C2)CC1 (stereo not given),·,3%,-2,7%,9%,-5%,-4%,-4
Cc1cc(NS(=O)(=O)c2ccccc2)ccc1NS(=O)(=O)c1ccccc1,9%,6%,-15,11%,-21%,-1%,-2%,-2
CCCCn1nc2cc(C(=O)NCc3ccccc3)ccc2c1OCC,-20%,1%,-27,3%,16%,5%,-1%,1
CC1CCCCC1NC(=O)c1ccncc1 (stereo not given),-4%,-22%,6,4%,5%,8%,1%,0
Cc1cccc(-c2nc(CSCC(=O)N3CCN(c4ccccc4)CC3)c(C)o2)c1,-5%,·,·,·,0%,·,?,8
COC(=O)c1cc2c(ccn2-c2ccc(F)cc2)n1CC(=O)N1CCN(C(=O)c2ccco2)CC1,8%,2%,3,-15%,-9%,0%,7%,-1
COc1ccc(NC(=O)CN2CCN(CC(=O)Nc3ccccc3Cl)CC2)cc1,-5%,-7%,-15,-7%,12%,-8%,-4%,1
O=C(CSc1ccccc1)Nc1ccc(N2CCN(c3ccccc3)CC2)c(F)c1,9%,6%,-26,14%,11%,0%,-12%,-1
CCC(C)NC(=O)C(Cc1ccccc1)NS(=O)(=O)c1cccc2nsnc12 (stereo not given),16%,-3%,-11,5%,?,-9%,21%,-1
Cc1ccccc1-n1c(=O)n(Cc2ccccc2)c(=O)c2[nH]cnc21,-4%,-2%,-21,14%,-12%,-2%,10%,-16
Cc1cccc(COCCN2CCN(S(=O)(=O)c3ccccc3)CCC2=O)c1,-12%,-6%,13,8%,-8%,-3%,1%,-3
CC(C)(C)S(=O)(=O)N1Cc2cc(CO)cc(CCO)c2[C@@H]1CCO,-1%,4%,0,3%,22%,3%,-1%,9
Cc1cccc(-n2c(C)n[nH]c2=S)c1,-7%,-1%,-15,8%,-11%,-2%,-9%,-7
Cc1ccc(CNC(=O)C2CCCN(c3nn4cc(-c5ccc(C)cc5)nc4s3)C2)cc1 (stereo not given),-3%,·,·,·,2%,·,4%,-3
CCCOc1c(OC)cccc1C1CC(=O)Nc2cc(OC)c(OC)c(OC)c21 (stereo not given),17%,?,-14,-2%,18%,-12%,26%,3
O=C(c1cccs1)N1N=C(c2ccccc2)CC1c1ccccc1 (stereo not given),1%,-4%,-2,20%,-26%,-5%,-8%,8
C=CCn1c(=O)c(C(=O)NC2CC2)c(O)c2cc(OC)c(OC)cc21,-9%,23%,31,-7%,-12%,-1%,1%,4
Cc1onc(-c2ccccc2Cl)c1C(=O)OCC(=O)Nc1cccc(S(=O)(=O)N(C)C)c1,5%,-16%,-3,-1%,7%,2%,20%,4
Cc1ccc(S(=O)(=O)NN2Cc3ccccc3C2=N)cc1,-8%,5%,-14,1%,4%,-2%,-1%,-6
C/C(=N\NC(=O)Cc1cccn1C)c1ccco1,2%,-2%,8,2%,-8%[1.82 µM],2%,43%,22
CCOc1cc(C(=O)Nc2ccc(-c3nc4cc(Cl)ccc4o3)cc2)cc(OCC)c1OCC,-1%,·,·,·,10%,·,-19%,6
CCOc1ccc(OCCC(=O)OCC(=O)N2CCN(S(=O)(=O)c3ccc(C)cc3)CC2)cc1,-4%,-7%,-12,3%,21%,17%,3%,1
COCCCn1c(=O)c2sccc2n2c(CCCC(=O)NC3CCC(C)CC3)nnc12 (stereo not given),-12%,·,·,·,12%,·,-20%,8
CC(C)Nc1cc(C(C)(C)C)nc2c(-c3ccccc3)cnn12,6%,-18%,3,-2%,?,-34%[inhibitor],16%,-14
CCN1C(=NCC(C)C)N[C@@H](c2cccc(C(F)(F)F)c2)C(C(=O)OC)=C1C,12%,14%,?,-5%,24%,2%,-6%,-16
N#CCCCSc1nnc(Cc2ccc3c(c2)OCO3)o1,16%,4%,0,0%,-9%,9%,4%,0
COc1cccc(/C=C/C(=O)c2cccc([N+](=O)[O-])c2)c1,-22%,9%,7,7%,10%,18%,6%,-4
Cc1ccc(S(=O)(=O)N2CCN(C(C)CC(=O)O)CC2)cc1 (stereo not given),-14%,12%,-6,4%,15%,-2%,-46%[inhibitor],1
C/C(=C(/NC(=O)c1ccccc1)C(=O)O)c1ccco1,-3%,0%,11,-9%,17%,2%,-14%,0
COc1ccc(/C=C(/NC(=O)c2ccccc2)C(=O)NCc2ccco2)cc1,-4%,2%,2,1%,-1%,1%,2%,2
COc1ccc(NS(=O)(=O)c2cc3c(cc2C)N(C(C)=O)CCO3)c(OC)c1,-3%,1%,-19,-1%,0%,0%,9%,-5
CC1=C(C(=O)OCC2CCCCC2)C(c2ccc(F)cc2)NC(=O)N1 (stereo not given),-2%,-13%,15,8%,4%,13%,-4%,6
CCC(=O)Nc1cccc(C(=O)/C=C/c2cc(Br)ccc2OC)c1,1%,-9%,-25,18%,-22%,-47%[inhibitor],·,-13
Cc1cc(C)c(S(=O)(=O)Nc2ccc3c(c2)CCC3)c(C)c1,2%,-5%,-4,12%,0%,16%,36%,-9
CCOC(=O)CSc1snnc1-c1ccccc1,-12%,12%,22,-26%[15.6 µM],8%,-8%,-17%,-16
COc1ccc(/C=C2/C(=O)C(C)(C(C)C)CCC2C)cc1 (stereo not given),-2%,-10%,-1,3%,0%,-1%,-20%,4
CC(=O)c1cccc(NC(=O)C2CCN(S(=O)(=O)c3ccccc3)CC2)c1,-3%&18%,1%,5,3%,3%&-15%,-9%,3%&14%,9&-6
O=C(COC(=O)Cc1cccc(C(F)(F)F)c1)NC1CC1,9%,2%,10,-3%,23%,2%,-13%,6
COc1cccc(CN2CCN(C(c3ccccc3)c3ccccc3)CC2)c1O,-11%,5%,-7,11%,-24%[1.82 µM],0%,17%,-22
CC1CCCC(C)N1C(=O)CNCc1ccc2c(c1)OCO2 (stereo not given),-6%,-1%,5,2%,0%,-5%,-22%,-1
O=C(Cc1ccccc1[N+](=O)[O-])NCc1ccco1,4%,5%,8,7%,11%[9.22 µM],-1%,15%,1
COc1ccc(C2C(C#N)=C(N)OC3=C2C(=O)CC(C)(C)C3)c([N+](=O)[O-])c1OC (stereo not given),7%,-7%,?,3%,-23%,-4%,17%,-6
O/N=C(\c1ccc(Cl)cc1)c1ncc(C(F)(F)F)cc1Cl,-91%[inhibitor],-6%,31,7%,13µM*,-16%,1%,-1
CCSc1nnc(NC(=O)c2cc(C)on2)s1,-5%,3%,17,7%,-29%,-10%,18%,15
CC(=O)c1ccc(NC(=O)c2onc(C)c2Cl)cc1,-7%,10%,3,5%,17%,-3%,-21%,3
CCOc1ccc(NC(=O)CN(C)C(=O)CCCn2c(=O)oc3ccccc32)cc1OCC,7%,0%,-3,12%,2%,-5%,13%,5
Cn1nnnc1SCCCNCc1ccccc1OCc1ccccc1F,4%,·,·,·,3%[9.22 µM],·,-18%,-23
O=C(/C=C/c1ccc([N+](=O)[O-])cc1)OCc1cnc(-c2ccccc2)o1,-12%,11%,6,-12%,-3%,2%,3%,0
Cc1c(NC(=O)c2ccc3c(c2)OCO3)cccc1-c1nc2ccccc2s1,7%,3%,-13,11%,-6%,-8%,1%,-7

# Next part.
SMILES,Abeta rescue,EPAC2 antagonist,DRD3 antagonist,EPAC2 agonist,TDP-43 yeast inh,aSyn rescue,FUS suppressor,DRD3 agonist
COc1ccccc1Nc1nn2c(=O)c3ccc(C(=O)Nc4ccc(F)cc4)cc3nc2s1,-11%,·,·,·,14%,0%,-22%,-10
O=C(CC[C@H]1O[C@@H](n2cnc3c(NC(=O)c4ccccc4)ncnc32)[C@H](O)[C@@H]1O)NCCCN1CCOCC1,-13%,3%,-8,4%,8%,13%,-20%,7
C=CCOc1ccc(CN(C)CC(O)COc2ccc(CCC(C)=O)cc2)cc1 (stereo not given),-10%,-2%,0,10%,-25%,-4%,8%,-22
O=C(C[n+]1ccccc1)N/N=C/c1cc(Br)ccc1F,-11%,7%,?,3%,2%,-2%,·,-14
Cc1ccc(/C=C2\SC(=S)N(c3cccnc3)C2=O)o1,14%,8%,6,8%,14%,12%,15%,4
COc1ccc(-c2cc(C(=O)NCCN3CCOCC3)c3ccccc3n2)c(OC)c1,-10%,17%,-55*,7%,-17%,3%,?,-23
NNC(=O)Cc1csc(-c2ccccc2)n1,-5%,2%,8,3%,14%,5%,13%,-5
COc1cccc(CCNC(=O)c2c(O)nc3cc(C)ccn3c2=O)c1,-6%,·,·,·,-5%,·,-5%,8
Cc1noc(C)c1C(=O)OC(C)C(=O)c1ccc(C(C)(C)C)cc1 (stereo not given),9%,4%,-14,6%,4%,1%,-19%,0
Cc1ccnc(NC(=O)c2ccc(S(=O)(=O)N3CCCCC3)cc2)c1,3%,14%,-7,7%,0%,-1%,12%,8

# Laid out differently: results already given
SMILES	Abeta rescue	EPAC2 antagonist	DRD3 antagonist	EPAC2 agonist	TDP-43 yeast inh	aSyn rescue	FUS suppressor	DRD3 agonist
CCC(C)NC(=O)C(Cc1ccccc1)NS(=O)(=O)c1cccc2nsnc12 (stereo not given)	16%	-3%	-11	5%	?	-9%	21%	-1
O=C(C[n+]1ccccc1)N/N=C/c1cc(Br)ccc1F	-11%	7%	?	3%	2%	-2%	·	-14
O/N=C(\c1ccc(Cl)cc1)c1ncc(C(F)(F)F)cc1Cl	-91%[inhibitor]	-6%	31	7%	13µM*	-16%	1%	-1

# More entries follow:
SMILES,Abeta rescue,EPAC2 antagonist,DRD3 antagonist,EPAC2 agonist,TDP-43 yeast inh,aSyn rescue,FUS suppressor,DRD3 agonist
COc1ccc(C2(CNS(=O)(=O)c3ccc(C)cc3)CCOCC2)cc1,10%,1%,-23,3%,2%,3%,2%,-15
S=C(NCc1ccc2[nH]c3c(c2c1)CCCC3)Nc1ccccc1Cl,11%,-19%,3,-6%,?,0%,3%,1
CCOc1ccccc1C(=O)N[C@H](C(=O)Nc1nc2c(s1)CCCC2)C(C)C,17%,2%,-74*,6%,-17%[0.397 µM],-2%,28%,-16
COc1ccc(C(=O)Nc2nc(-c3ccccc3)c(C(C)=O)s2)c(OC)c1,-5%,-11%,41,-9%,-6%,-2%,-11%,17
CCOC(=O)C1C(=O)C=C(c2ccc(C)cc2)CC1c1ccccc1 (stereo not given),10%,?,1,-1%,13%[9.22 µM],2%,18%,4
CC(C)(C)c1nnc(NC(=O)COc2ccc3c(c2)OCO3)s1,3%,-3%,?,0%,0%,0%,23%,-5
